Compound activity as filed in PubChem.
M5 antag = CHRM5 antagonism in calcium assay. inhibition, % at 3 µM. CHO-hM5 cells, Fluo-8 calcium fluorescence, ACh EC80. 360,000 compounds, 0.59% hits. AID 624040. P08912;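 active = inhibition above a per-plate cutoff, the mean of that plate's test compounds plus 3 SD, cut at about 27% in these data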;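 also: 0% = acetylcholine EC80 with DMSO and 100% = DMSO without agonist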
CRFR2-BP ag = agonists of human CRF-binding protein/CRF-R2 receptor complex; HEK293 CRF-R2/CRF-BP, calcium dye fluorescence (FLIPR); percent of saturating CRF peptide response; activation, % at 13.2 µM; 350,000 compounds, 0.46% hits;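 active = activation of at least 50%, plus an integration ratio under a set limit after plate pattern correction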;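 also: plate controls were neutral control wells without compound for no effect and CRF at EC100 for full effect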
CHRM1 PAM = potentiates human M1 receptor response to acetylcholine | P11229 | CHO-K1 hM1, Fluo-8 calcium fluorescence, ACh EC20; 0% = ACh EC20, 100% = maximal ACh | activation, % at 3 µM | 360,000 compounds, 0.088% hits | AID 588819; in the data active = activation above about 19%, passing the limit was not always enough
Target sequence (P11229 whole entry, looked up): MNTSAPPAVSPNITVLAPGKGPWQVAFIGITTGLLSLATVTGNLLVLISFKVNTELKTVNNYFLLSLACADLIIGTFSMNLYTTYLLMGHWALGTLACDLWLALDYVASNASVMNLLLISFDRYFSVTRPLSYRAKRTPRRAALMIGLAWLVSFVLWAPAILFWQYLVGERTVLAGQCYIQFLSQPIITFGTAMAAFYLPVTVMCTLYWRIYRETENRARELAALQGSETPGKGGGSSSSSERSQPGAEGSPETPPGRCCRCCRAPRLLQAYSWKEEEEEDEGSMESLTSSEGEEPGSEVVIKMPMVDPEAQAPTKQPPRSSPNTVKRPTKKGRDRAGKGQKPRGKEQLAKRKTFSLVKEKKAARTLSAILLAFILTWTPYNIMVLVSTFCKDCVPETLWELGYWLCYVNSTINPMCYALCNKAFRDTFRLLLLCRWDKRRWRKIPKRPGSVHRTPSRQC
CHRM4 PAM = CHRM4 positive allosteric modulation; CHO-K1 hM4/Gqi5, Fluo-8 calcium fluorescence, ACh EC20; 0% = ACh EC20, 100% = maximal ACh; 360,000 compounds, 0.4% hits; activation, % at 3 µM; AID 624126;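 active = activation above its plate's cutoff, the mean activation of sample wells plus 3 SD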; also: some results filed as inactive read as strong as hits
CHRM5 PAM = positive allosteric modulators of human muscarinic M5 receptor; P08912; CHO-K1 hM5, Fluo-8 calcium, ACh EC20 PAM; 0% = ACh EC20, 100% = ACh EC100; activation, % at 3 µM; 360,000 compounds, 0.3% hits;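 active = activation above the run cutoff, the mean activation of all test compounds plus 3 SD, cut at about 18% in these data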
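Assay system – human M5 receptor in CHO-K1 cells · Read-out – % activation, ACh-normalized · Technique – Fluo-8 calcium fluorescence · Dosing – single-point, 3 µM nominal · Incubation – Fluo-8 loading 80 min at 37 °C plus 30 min room temperature · Repeats – singlicate, one well per test compound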
M4 ag = CHRM4 agonism in calcium assay | P08173 | CHO-K1 hM4/Gqi5, Fluo-8 calcium fluorescence; vehicle 0%, full acetylcholine response 100% | activation, % at 3 µM | 360,000 compounds, 0.14% hits | AID 624127;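 active = activation above the run mean over all test wells plus 3 SD, cut at about 32% in these data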;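 also: peak over basal fluorescence ratio per well then scaled between controls; 0% = DMSO wells and 100% = acetylcholine at EC100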
CHRM4 antagonist = blocks acetylcholine activation of human M4 receptor; P08173; CHO-hM4 cells, ACh EC80, Fluo-8 calcium fluorescence; inhibition, % at 3 µM; 360,000 compounds, 0.73% hits; AID 624125;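 active = inhibition above its plate's cutoff, the mean inhibition of sample wells plus 3 SD, cut at about 27% in these data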;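 also: 0% = acetylcholine EC80 with DMSO and 100% = DMSO without agonist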
CHRM5 agonist = agonists of human muscarinic M5 receptor (CHRM5); CHO-K1 hM5 cells, Fluo-8 calcium fluorescence; 0% DMSO wells, 100% maximal acetylcholine response; P08912; activation, % at 3 µM; 360,000 compounds, 0.19% hits; AID 624037;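 active = activation above the run's mean over test compounds plus 3 SD, cut at about 23% in these data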;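 also: signal is peak over basal fluorescence ratio across the kinetic read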
CRFBP-R2 block = CRF-BP/CRF-R2 complex antagonism. HEK293 CRF-R2/CRF-BP, CRF-induced calcium fluorescence. inhibition, % at 11.8 µM. 350,000 compounds, 0.59% hits. AID 588475;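 active = inhibition of the ligand-induced calcium signal above about 50% at the single tested concentration, limit read from the data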
Active calls of the source: *.

1: O=C(COc1ccccc1[N+](=O)[O-])N/N=C/C=C/c1ccco1
2: O=C(NCc1ccc(F)cc1)c1noc2c1CCCCC2
3: Cc1cnc(C(=O)OCC(=O)N2c3ccccc3NC(=O)C2(C)C)cn1
4: O=C(O)C1CCCCC1C(=O)Nc1ccc(S(=O)(=O)N2CCCC2)cc1 (stereo not drawn)
5: CCCCNC(=O)C1(N2C(=O)c3ccccc3C2=O)CCCC1
6: CS(=O)(=O)N(CC(=O)N1CCCCCC1)c1cccc(Br)c1
7: O=S(=O)(NC1CCCC1)c1cccc(-c2nnc(-c3ccccc3)o2)c1
8: CC(C)(C)NC(=O)NC(=O)C[n+]1ccc(Cc2ccc([N+](=O)[O-])cc2)cc1

| Assay by compound | 1 | 2 | 3 | 4 | 5 | 6 | 7 | 8 |
| --- | --- | --- | --- | --- | --- | --- | --- | --- |
| CHRM5 PAM | 6.5 | -3.5 | 3.0 | -4.0 | -5.3 | -3.3 | -12.0 | -3.7 |
| CRFBP-R2 block | 9.3 | -25.4 | 7.1 | -0.6 | 4.8 | -13.7 | -6.6 | -12.2 |
| M5 antag | -4.2 | -7.7 | 1.6 | 9.3 | 10.4 | 4.5 | 11.5 | 13.2 |
| CHRM4 antagonist | 5.2 | -11.3 | 1.0 | 4.6 | 2.6 | 1.4 | 0.9 | 8.5 |
| CHRM5 agonist | -0.7 | -5.7 | -0.7 | -3.7 | -0.2 | -4.2 | -4.3 | -3.2 |
| CRFR2-BP ag | 0.1 | -4.6 | -1.9 | 1.1 | -1.3 | -0.1 | 0.2 | -0.7 |
| CHRM4 PAM | 4.7 | 0.9 | -0.6 | -9.4 | 1.3 | -1.4 | -1.8 | -1.8 |
| CHRM1 PAM | 2.3 | -11.2 | 6.8 | -9.8 | 6.6 | 6.0 | -3.2 | -0.3 |
| M4 ag | 1.6 | -0.3 | 0.6 | 0.9 | 0.0 | 0.9 | 6.0 | 0.2 |

9: CCc1ccc2nc(N3CCN(C)CC3)c(C#N)cc2c1
10: COc1ccccc1Oc1ccc(N2CC(C(=O)OCC(=O)c3ccc(F)cc3)CC2=O)cc1 (stereo not drawn)
11: O=C(Nc1nnc(-c2ccc(Cl)cc2)o1)c1nc2ccccc2s1
12: COc1ccc(-c2noc(CN3C(=O)c4ccccc4C3=O)n2)cc1
13: Cc1cccc(C2C3=C(Nc4[nH]n(-c5ccccc5)c(=O)c42)c2ccccc2C3=O)c1 (stereo not drawn)
14: O=C(Nc1cccnc1)c1ccc(N2CCCC2)c([N+](=O)[O-])c1
15: CC1CC(C)CN(C(=O)c2cc(S(=O)(=O)N3CCCCC3)ccc2Cl)C1 (stereo not drawn)
16: Cc1ccc(C(=O)C2=C(O)C(=O)N(c3ncccn3)C2c2ccc(F)cc2)o1 (stereo not drawn)

| Assay by compound | 9 | 10 | 11 | 12 | 13 | 14 | 15 | 16 |
| --- | --- | --- | --- | --- | --- | --- | --- | --- |
| CHRM5 PAM | 0.7 | 4.3 | -7.1 | -6.0 | -11.8 | -0.9 | -2.7 | 0.6 |
| CRFBP-R2 block | -6.2 | 2.7 | -121.5 | 16.4 | 49.3 | 14.6 | 29.4 | 7.3 |
| M5 antag | -3.3 | 10.3 | 0.3 | 6.5 | 5.5 | 1.1 | 2.1 | 10.8 |
| CHRM4 antagonist | 1.9 | 2.9 | -3.1 | 4.5 | 1.9 | -8.0 | -5.1 | 3.9 |
| CHRM5 agonist | -4.3 | 1.5 | 2.4 | -0.7 | 1.2 | -2.3 | -1.4 | -2.4 |
| CRFR2-BP ag | -0.8 | 1.4 | 187.1* | -0.9 | -1.3 | -1.9 | -1.2 | 0.8 |
| CHRM4 PAM | 0.9 | -2.0 | 0.8 | -0.7 | -4.0 | 4.5 | -2.2 | 3.4 |
| CHRM1 PAM | 4.5 | -2.5 | 1.1 | 3.7 | -5.8 | -5.1 | 3.0 | 14.9 |
| M4 ag | 2.0 | 8.7 | 0.8 | 0.0 | 5.4 | 1.8 | 0.8 | 0.2 |

Six entries drawn at random from the list so far, as already listed:
11: O=C(Nc1nnc(-c2ccc(Cl)cc2)o1)c1nc2ccccc2s1
15: CC1CC(C)CN(C(=O)c2cc(S(=O)(=O)N3CCCCC3)ccc2Cl)C1 (stereo not drawn)
16: Cc1ccc(C(=O)C2=C(O)C(=O)N(c3ncccn3)C2c2ccc(F)cc2)o1 (stereo not drawn)
13: Cc1cccc(C2C3=C(Nc4[nH]n(-c5ccccc5)c(=O)c42)c2ccccc2C3=O)c1 (stereo not drawn)
14: O=C(Nc1cccnc1)c1ccc(N2CCCC2)c([N+](=O)[O-])c1
12: COc1ccc(-c2noc(CN3C(=O)c4ccccc4C3=O)n2)cc1

| Assay by compound | 11 | 15 | 16 | 13 | 14 | 12 |
| --- | --- | --- | --- | --- | --- | --- |
| CHRM5 PAM | -7.1 | -2.7 | 0.6 | -11.8 | -0.9 | -6.0 |
| CRFBP-R2 block | -121.5 | 29.4 | 7.3 | 49.3 | 14.6 | 16.4 |
| M5 antag | 0.3 | 2.1 | 10.8 | 5.5 | 1.1 | 6.5 |
| CHRM4 antagonist | -3.1 | -5.1 | 3.9 | 1.9 | -8.0 | 4.5 |
| CHRM5 agonist | 2.4 | -1.4 | -2.4 | 1.2 | -2.3 | -0.7 |
| CRFR2-BP ag | 187.1* | -1.2 | 0.8 | -1.3 | -1.9 | -0.9 |
| CHRM4 PAM | 0.8 | -2.2 | 3.4 | -4.0 | 4.5 | -0.7 |
| CHRM1 PAM | 1.1 | 3.0 | 14.9 | -5.8 | -5.1 | 3.7 |
| M4 ag | 0.8 | 0.8 | 0.2 | 5.4 | 1.8 | 0.0 |

(next part)
17: COc1ccc2c(COC(=O)CNS(=O)(=O)c3ccccc3)cc(=O)oc2c1
18: O=C(COC(=O)c1ccccn1)NC1CCCCC1
19: CC(C)S(=O)(=O)C1=NSC2=NC(=O)/C(=C\c3ccc(-c4cccc(C(=O)O)c4)o3)C(=N)N21
20: CC(C)C1C(=O)N(Cc2cn(Cc3ccco3)nn2)CCS(=O)(=O)N1Cc1ccc(-c2ccc(F)nc2)cc1 (stereo not drawn)
21: CCOC(=O)C1(Cc2ccccc2C)CCCN(C(=O)CCC(=O)OC)C1 (stereo not drawn)
22: COC(=O)/C(=C\Nc1ccc(Cl)cc1Cl)NC(=O)c1ccc(Cl)cc1Cl
23: Cc1nc(CC(C)C)cc(C(=O)N2CCCC(Nc3ccc(C)c(C)c3)C2)n1 (stereo not drawn)
24: CCCCN(c1ccccc1)c1ncnc2nc[nH]c12
25: O=C(CCn1c(=O)oc2ccccc21)N1CCN(c2ccccc2F)CC1

| Assay by compound | 17 | 18 | 19 | 20 | 21 | 22 | 23 | 24 | 25 |
| --- | --- | --- | --- | --- | --- | --- | --- | --- | --- |
| CHRM5 PAM | -0.7 | 6.5 | 6.6 | 3.1 | -2.4 | 3.5 | 0.3 | -2.7 | -6.1 |
| CRFBP-R2 block | 0.9 | -1.9 | -13.0 | -1.9 | -19.9 | -7.5 | -3.7 | 5.0 | 7.0 |
| M5 antag | 13.2 | -5.7 | 3.5 | -4.3 | -23.4 | 2.1 | 3.9 | 2.1 | 0.5 |
| CHRM4 antagonist | -0.2 | 4.4 | -13.6 | -8.3 | -1.2 | -7.8 | 2.4 | -9.0 | 2.7 |
| CHRM5 agonist | -0.3 | -2.2 | 4.3 | 0.9 | 3.9 | -3.4 | -2.7 | 0.5 | -4.1 |
| CRFR2-BP ag | 0.4 | 0.0 | 10.7 | 0.3 | -1.3 | -0.8 | -0.4 | -3.7 | 0.9 |
| CHRM4 PAM | -3.8 | 1.1 | 8.9 | 9.9 | -3.1 | 8.6 | -3.5 | 4.4 | 13.7 |
| CHRM1 PAM | 0.3 | 5.5 | 5.9 | 14.7 | 3.0 | 4.4 | 0.9 | -1.6 | 8.9 |
| M4 ag | 3.9 | 0.9 | -0.8 | 0.1 | 1.4 | -1.1 | -0.2 | 0.2 | 0.5 |
